ZTA counter – blocks Epstein-Barr virus ZTA, an EBNA-1 counter-screen. ZTA-DNA binding, fluorescence polarization. inhibition, % at 11 µM. 320,000 compounds, 0.15% hits; in the data active means inhibition above about 33%
Target sequence (P03206 whole entry, looked up): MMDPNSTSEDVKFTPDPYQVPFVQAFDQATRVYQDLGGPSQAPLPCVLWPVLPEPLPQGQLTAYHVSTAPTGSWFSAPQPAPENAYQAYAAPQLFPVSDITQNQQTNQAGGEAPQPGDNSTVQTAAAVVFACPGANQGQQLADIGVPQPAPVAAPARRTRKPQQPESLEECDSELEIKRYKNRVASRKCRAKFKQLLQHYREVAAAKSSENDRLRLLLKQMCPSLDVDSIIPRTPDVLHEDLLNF
PP1 counter – blocks human PP1-alpha phosphatase, a PP5 counter-screen; purified PP1alpha, OMFP fluorescence; P62136; 320,000 compounds, 0.9% hits; AID 2235; inhibition, % at 6.7 µM;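 active means inhibition above the mean inhibition of all tested compounds plus 3 SD, computed separately for each screening campaign, cut at about 15% in these data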
Target sequence (P62136 whole entry, looked up): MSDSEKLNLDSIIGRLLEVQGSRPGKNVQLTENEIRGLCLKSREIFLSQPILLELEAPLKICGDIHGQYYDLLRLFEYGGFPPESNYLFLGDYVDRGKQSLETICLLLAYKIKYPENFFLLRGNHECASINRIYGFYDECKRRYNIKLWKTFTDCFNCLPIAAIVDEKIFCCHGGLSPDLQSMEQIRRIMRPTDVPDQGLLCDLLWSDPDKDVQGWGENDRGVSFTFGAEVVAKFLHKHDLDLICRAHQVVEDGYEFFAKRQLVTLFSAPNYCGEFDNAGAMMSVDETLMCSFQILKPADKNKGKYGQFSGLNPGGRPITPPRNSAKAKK
EBNA-1 inhibitor – blocks EBNA-1 binding to DNA; 300,000 compounds, 0.34% hits; EBNA-1 DNA binding, fluorescence polarization; inhibition, % at 14.8 µM; in the data active means inhibition above about 28%
Fh CTSL1 inh – blocks F. hepatica cathepsin L1 in PFM18AAP counter-screen. recombinant F. hepatica cathepsin L1, Z-Leu-Arg-MCA fluorescence. inhibition, % at 5.96 µM. 300,000 compounds, 0.49% hits;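 active means inhibition above the mean of all tested compounds plus 3 SD, set per screening campaign, cut at about 17% in these data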;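 further: 0% = plate median of test compound wells and 100% = 1 µM Z-Phe-Ala-diazomethylketone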
HCV core dimer – HCV core protein dimerization inhibition. 300,000 compounds, 0.33% hits. TR-FRET GST/Flag-core106 dimerization, 1536-well. inhibition, % at 5 µM. AID 1899;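 active means inhibition above the mean of all tested compounds plus 3 SD, set per screening campaign, cut at about 45% in these data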
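Assay system: Tagged HCV core106 pair (GST and Flag) | Buffer or medium: KF-containing HEPES buffer, pH 7.45, DTT, CHAPS, BSA | Also added: Eu donor and XL665 acceptor anti-tag antibodies | Dosing: One concentration, 5 µM, in 0.5% DMSO | Timing: 4 h at 22.5 °C | Technique: TR-FRET 671 and 617 nm emission | Repeats: Singlicate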
PP5 primary – blocks human protein phosphatase 5 activity; inhibition, % at 6.7 µM; purified PP5c, OMFP substrate fluorescence; 320,000 compounds, 0.18% hits; P53041;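 active means inhibition above the campaign's mean inhibition across all tested compounds plus 3 SD, cut at about 9.5% in these data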;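 further: 0% = DMSO only and 100% = 100 µM cantharidin control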
TPT1 inhibitor – inhibitors of Candida albicans tRNA 2'-phosphotransferase TPT1. AID 1962. recombinant caTPT1, FP RNA substrate dephosphorylation. inhibition, % at 5 µM. 300,000 compounds, 0.81% hits;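 active means inhibition above the mean of all tested compounds plus 3 SD, set per screening campaign, cut at about 24% in these data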;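 further: plate controls were DMSO alone for no effect and ferristatin control at 100 nM for full effect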
CR mimetic SO – lowers age-related superoxide in aged yeast cells | S. cerevisiae aged cells, superoxide DHE fluorescence; hits give low values | 330,000 compounds, 0.18% hits | AID 2690 | superoxide response (% of plate mean), % at 10 µM;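 active means superoxide response under a set limit, about three screen SD below normal, cut at about 65% in these data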;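 further: yeast aged for seven days with compound at 30 °C before DHE staining; 100% = average MFI of all compound-treated wells on the plate with controls excluded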
JMJD2C inh – inhibitors of human GASC-1 (JMJD2C) demethylase | Q9H3R0 | GST-JMJD2C(1-420) H3K9me3 demethylation, DELFIA europium | inhibition, % at 2.35 µM | 330,000 compounds, 0.069% hits;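 active means more than half of a compound's replicate wells show inhibition beyond 50%, single wells judged on their own value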;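 further: signal counts dimethyl H3K9 product captured on neutravidin plate; 0% = median of DMSO wells and 100% = 0.3 times that DMSO median; strong numbers were not always called active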
Target sequence (Q9H3R0 1-420 limits assumed): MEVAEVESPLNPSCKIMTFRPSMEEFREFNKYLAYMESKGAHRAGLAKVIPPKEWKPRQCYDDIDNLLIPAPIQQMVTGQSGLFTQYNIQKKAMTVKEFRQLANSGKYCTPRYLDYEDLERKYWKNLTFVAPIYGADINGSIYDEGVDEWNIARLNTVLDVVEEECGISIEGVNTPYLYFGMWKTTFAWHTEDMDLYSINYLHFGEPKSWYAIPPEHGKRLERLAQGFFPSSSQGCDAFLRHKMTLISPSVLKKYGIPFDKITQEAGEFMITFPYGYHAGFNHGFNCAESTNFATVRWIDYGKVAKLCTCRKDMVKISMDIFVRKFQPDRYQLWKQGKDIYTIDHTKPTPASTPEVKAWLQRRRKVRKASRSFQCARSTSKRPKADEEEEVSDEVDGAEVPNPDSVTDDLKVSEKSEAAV
* marks the source's active call; other numbers are inactive results; i = inactive; . = not tested or not shown.

SMILES	ZTA counter	PP1 counter	EBNA-1 inhibitor	Fh CTSL1 inh	HCV core dimer	PP5 primary	TPT1 inhibitor	CR mimetic SO	JMJD2C inh
Cc1cc2c(cc1S(=O)(=O)N1CCN(c3cccc(C)c3C)CC1)OCCN2C	12	0	7	1	7	-0.2	2	117	12
COc1cccc(C(=O)Nc2ccc(NC(=O)C(C)C)nc2)c1	-2	2	-1	2	-2	-1.5	-2	90	43
CCOC(=O)CC1C(=O)NCCN1Cc1ccc(OC)c(OC)c1 (stereo not drawn)	3	-3	6	0	2	2.2	0	109	0
COc1ccc(-c2cc(C)no2)cc1S(=O)(=O)Nc1ccc(NC(C)=O)cc1	8	-1	-9	0	-6	1.2	-2	107	-1
Cc1nc(S/C(=C/c2ccc(-c3ccc(Cl)cc3)o2)C(=O)O)n[nH]1	4	11	3	7	-2	1.0	21	99	4
CC1CCCC(C)N1C(=O)COC(=O)c1ccc2c(c1)OCO2 (stereo not drawn)	-1	2	-3	4	1	0.5	3	101	4
O=C(CSC1=NC(=O)C(Cc2ccccc2)C(=O)N1)Nc1ncc(Br)cc1Br (stereo not drawn)	-2	0	-12	0	1	0.0	2	104	12
CC/C(=N\NC(=O)c1ccc(CN(C)S(=O)(=O)c2ccc(C)cc2)cc1)c1ccc(OC(F)F)cc1	-18	2	-7	-1	9	4.0	1	112	-10
CC(C)(C)c1ccccc1NC(=O)NC1CCN(Cc2c(F)cccc2Cl)CC1	-8	2	-8	-3	-7	1.6	-4	100	3
CCOC(=O)c1cnc2cc(C)ccn2c1=O	18	-5	1	-2	-2	5.9	2	117	2
O=C(NCCCN1CCOCC1)c1ccc(NS(=O)(=O)c2ccccc2)cc1	3	-2	-3	3	-2	-0.3	-2	103	12
CC(=O)N1CCN(CC(c2ccccc2)c2ccccc2)CC1	-15	1	-8	-1	-6	0.0	-3	92	-4
CC(CCc1ccccc1)NC(=O)CN(C)Cc1ccc(F)cc1 (stereo not drawn)	-4	-1	-11	-3	3	3.0	-3	114	37
COc1cccc(OC)c1NC(=O)CN(C)S(=O)(=O)c1ccc2c(c1)OCCO2	-8	-3	5	-2	4	2.7	1	98	3
O=C(NCC(c1cccs1)N1CCOCC1)c1cc(-c2ccc(F)cc2)nc2ccccc12 (stereo not drawn)	-2	4	-9	2	4	0.7	2	112	-2
O=c1[nH]ncc(N2CCCCC2)c1Cl	-11	0	-14	-3	-11	1.9	-3	112	-3
O=S(=O)(c1cc(F)ccc1F)N1CCN2CCCC2C1 (stereo not drawn)	11	0	-4	1	-4	-0.1	0	100	8
Cc1ccc(S(=O)(=O)N(C)c2c(C)ccc(S(=O)(=O)Nc3ccncc3)c2C)cc1	15	0	10	-1	1	1.1	2	113	-2
O=C(NCCc1cccs1)C1CC(c2ccccc2[N+](=O)[O-])=NO1 (stereo not drawn)	-19	-4	5	0	2	2.9	-1	109	9
Cc1ccc(SC(C)C(=O)NCC(C)C)cc1 (stereo not drawn)	15	-2	13	1	-3	-0.4	-1	95	1
O=C1C2CCCN2C(=O)N1CCCCN1CCN(c2ccccc2)CC1 (stereo not drawn)	-2	-2	2	-1	0	-1.5	-1	97	3
O=C(CSc1nnc(COc2ccc(Br)cc2)o1)N1CCOCC1	1	-8	-4	-7	-8	-1.1	3	105	-8
CCOC(=O)Cc1cc(=O)[nH]c(Nc2nc3ccccc3o2)n1	1	0	2	5	0	-2.7	-1	94	2
Cn1c(Cc2csc(N)n2)nnc1SC/C=C/c1ccccc1	-7	5	13	-1	0	0.9	-2	94	4
Cn1c(=O)[nH]c(=O)c2c1nc(N)n2Cc1ccccc1	3	1	-8	-6	2	0.6	1	102	7
CCOCCCn1c(=S)[nH]c2cc(C(=O)N3CCN(C4CCCCC4)CC3)ccc2c1=O	-13	-1	-1	1	-1	-0.5	-2	90	-6
CCc1cccc(CC)c1NC(=O)COC(=O)/C(C#N)=C/c1ccc(OC)cc1	20	7	46*	5	23	1.4	10	104	-11
Cc1ccc(NC(=O)CCc2c(C)nc3ncnn3c2C)nc1	-6	6	-11	3	1	0.7	3	86	19
Cc1oc(-c2ccc(Cl)cc2)nc1CS(=O)CC(=O)NCc1ccco1 (stereo not drawn)	-14	0	-4	-1	3	1.4	-3	82	3
COCCNS(=O)(=O)c1ccc(SC)cc1	-13	-1	0	-2	-2	1.1	5	101	73
COc1cccc(/C=N/NC(=O)c2nc(-c3ccccc3)cc(-c3ccccc3)n2)c1	3	6	-14	-2	50*	3.0	5	99	.
COC(=O)C1=C(C(=O)OC)[C@@H]2N(C)c3ccc(OC)cc3[C@@]23C[C@@H](C(=O)OC)N(C(=O)c2cccs2)C3=N1	10	-4	4	-2	9	-0.9	-1	97	-5
COc1ccc(NC(=O)COc2cccc3c2OC(C)(C)C3)cc1OC	-15	1	.	.	.	0.1	.	79	7
CNC(=S)N/N=C(\C)c1ccc(C)c(C)c1	-13	2	-7	1	-11	0.5	1	105	3
O=C(c1ccc(CNS(=O)(=O)c2ccc(Br)cc2)cc1)N1CCCCC1	4	-2	7	1	2	0.5	-2	97	7
CN(C)CCNC(=O)Nc1ccc([N+](=O)[O-])cc1	3	-3	-12	2	2	-0.3	0	98	-2
O=C(NC1CCCCC1)[C@H](O)[C@@H](O)C(=O)NC1CCCCC1	-3	-2	-1	-3	-8	0.3	-1	101	-2
CCN(CC(=O)Nc1ccc(NC(C)=O)cc1)C(=O)c1n[nH]c(=O)c2ccccc12	-7	-4	7	6	1	-0.4	1	85	0
O=C(c1cc2ccccc2o1)N1CCN(c2ccccn2)CC1	0	-2	-1	-4	-2	3.7	4	91	-7
Cc1ccc(OCCCC(=O)N(C)CC(=O)Nc2ccccc2Br)cc1	-11	4	-9	2	-5	0.6	-2	114	2
NC(=O)c1c[nH]c2ccccc12	1	4	-10	1	-6	5.3	2	130	3
COC(=O)c1sccc1NC(=O)c1c(F)c(F)c(F)c(F)c1F	-9	-2	-10	9	6	2.1	0	109	-4
Cc1csc(C(=O)NCC(=O)NNC(=O)c2cccc(Cl)c2)c1	0	-6	-9	-2	-6	1.2	1	93	3
Fc1ccc(N2CCN(C(=S)NCC3CCCO3)CC2)cc1 (stereo not drawn)	-8	0	-12	0	0	-0.8	0	100	2
Cc1ccccc1Nc1nnc(C)c(=O)n1N	18	3	7	-1	2	-2.0	0	93	3
COc1ccc(N2C(=O)CCC(C(=O)NCc3ccccn3)C2c2ccc(F)cc2)cc1 (stereo not drawn)	-12	-7	-1	-1	-3	1.4	-24	103	18
CSc1ccc(C(=O)NC2CCSc3ccccc32)cc1 (stereo not drawn)	-4	6	-3	-1	-1	0.7	0	98	-14
O=C(CSc1nnc(-c2ccco2)o1)NC(=O)Cc1ccccc1	-7	2	-5	-13	1	2.6	-4	107	6
Cc1ccc(NC(=O)C2CC(=O)Nc3ncnn32)cc1Cl (stereo not drawn)	9	-1	0	4	3	0.8	-4	101	-4
Cc1nc(C)c(C(=O)OCC(=O)N2CCN(c3ccccc3)CC2)s1	-2	-2	4	3	0	-0.9	1	i	10
COc1ccc(Cl)cc1-c1nc(SCC(=O)NCCN2C(=O)CSC2=O)n[nH]1	13	0	5	1	-5	1.8	0	94	7
CSCC[C@H](NC(=O)N1CCn2c1nc1ccccc12)C(=O)NCc1ccc2c(c1)OCO2	-16	-2	5	-1	-3	-0.3	-5	107	1
Cc1ccc(C)c(OCCC(=O)Nc2ccc3c(c2)OCO3)c1	-3	1	.	.	.	1.1	.	104	0
COc1cc(NC(=O)CCNS(=O)(=O)c2ccc3c(c2)CCC(=O)N3)cc(OC)c1	-12	-2	-9	6	-3	-0.1	1	97	-2
Cc1coc2cc3oc(=O)c(Cc4ccccc4)c(C)c3cc12	-14	1	-19	-2	5	2.6	0	118	1
COc1cc(C=O)c(Cl)cc1OCC(N)=O	-14	-7	0	3	-7	0.1	-5	163	9
O=[N+]([O-])c1cccc(-c2noc3c2-c2nc(Cc4cccc5ccccc45)sc2CC3)c1	16	-3	16	1	12	0.3	2	100	5
CC(C)(C)c1ccccc1NC(=S)NC1CCCC1	-24	-2	-5	-2	-2	0.7	-3	90	3
COC(=O)CNC(=O)CNC(=O)c1nn(-c2ccc(OC)c(Cl)c2)c(=O)c2ccccc12	-2	-1	-11	3	0	0.7	-2	97	4
Cc1cc(/C=N/NC(=O)C(O)(c2ccccc2)c2ccccc2)c(C)n1-c1cccc(C(=O)O)c1	-14	4	3	-1	-5	-0.4	15	102	1

Entries of single compounds from above. Order of screens: ZTA counter, PP1 counter, EBNA-1 inhibitor, Fh CTSL1 inh, HCV core dimer, PP5 primary, TPT1 inhibitor, CR mimetic SO, JMJD2C inh
`Fc1ccc(N2CCN(C(=S)NCC3CCCO3)CC2)cc1` (stereo not drawn) is listed with -8, 0, -12, 0, 0, -0.8, 0, 100, 2
`COc1cc(C=O)c(Cl)cc1OCC(N)=O` is listed with -14, -7, 0, 3, -7, 0.1, -5, 163, 9
`NC(=O)c1c[nH]c2ccccc12` is listed with 1, 4, -10, 1, -6, 5.3, 2, 130, 3
`O=C(CSc1nnc(-c2ccco2)o1)NC(=O)Cc1ccccc1` is listed with -7, 2, -5, -13, 1, 2.6, -4, 107, 6

Other structures follow:
SMILES	ZTA counter	PP1 counter	EBNA-1 inhibitor	Fh CTSL1 inh	HCV core dimer	PP5 primary	TPT1 inhibitor	CR mimetic SO	JMJD2C inh
O=C(O)c1ccc(S(=O)(=O)Nc2ccc(F)c(Cl)c2)cc1	-1	-2	9	-1	-1	-0.5	0	93	-17
CC(C)Nc1nc(Cl)nc(N(C#N)CN2C(=O)c3ccccc3C2=O)n1	13	-6	-3	-2	12	2.7	1	109	-12
CC(=O)c1c(Cl)nc2cccc3c2c1-c1ccccc1C3=O	4	0	-2	8	-6	0.5	-12	104	-5
CC1CCCC(NC(=S)NC(=O)c2cncc(Br)c2)C1C (stereo not drawn)	5	2	7	3	6	2.0	-3	90	0
O=C(Nc1cccnc1)c1sc2cccc(F)c2c1Cl	6	-5	-15	1	7	-1.4	0	98	-6
CCCCCc1nnc(N)s1	4	-2	2	-4	-3	-0.4	-5	89	-9
CCCSc1nnc(C(C)C)n1N	-2	-13	2	16	1	1.0	-1	86	-4
COc1cccc(CN2CCN(S(=O)(=O)c3ccc(NC(C)=O)cc3)CC2)c1OC	8	-4	-9	1	-1	-0.1	-2	97	3
Cc1c(C(=O)Nc2cnccn2)oc2ccccc12	10	1	5	1	2	-1.4	5	124	3
Cc1ccc(S(=O)(=O)c2c(C)cc(C)nc2N2CCOCC2)cc1	-9	-1	-18	2	-2	-0.9	-2	95	9
COC(=O)C1C(=O)c2c(C)noc2CC1(C)C (stereo not drawn)	-2	4	-7	-2	1	-2.2	1	95	5
COc1ccc(CCNC(=O)c2ccc(CSc3ccccc3)o2)cc1	3	-6	-3	-1	6	-0.8	2	105	125
CCCc1nc2scc(-c3ccc(C)cc3)c2c(=O)n1N	14	4	9	0	-2	1.6	-1	95	-2
COc1ccc(C(=O)Cn2c(Br)nc3c2c(=O)n(C)c(=O)n3C)cc1OC	-12	0	7	-1	-3	2.4	-4	94	-22
COc1cccc(NC(=O)C2CCC(CNS(=O)(=O)c3cccs3)CC2)c1 (stereo not drawn)	-18	-4	-8	-3	1	3.0	-5	88	-10
O=C(Nc1nc2ccccc2c(=O)[nH]1)c1ccccc1SCc1ccccc1	3	-1	10	0	9	1.0	-8	96	0
